PhoP GFP inhibition: PhoP regulon inhibitors, Salmonella typhi PhoP promoter GFP reporter, confirmatory (AID 1850) | 0.33% of 310,000 active | inhibition, % at 50 µM; hits with a dose series show IC50 in µM | Salmonella Typhi PhoP-promoter GFP reporter, fluorescence, 4 h; higher % means a stronger effect; in the data active = a potency from the dose series; inconclusive = inhibition mostly from about 25% at the one dose, without a potency; inactive = the rest, 99 in 100 with inhibition below about 19%;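 also: 0% = induced wells with vehicle and 100% = uninduced wells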
H1N1 NS1A inhibition: NS1A inhibition, H1N1 influenza, cell based functional assay (AID 504329). NS1A functional cell-based assay, percent inhibition; higher % means a stronger effect. one-dose inhibition, % at 12.5 µM; IC50 in µM for titrated hits. 0.3% of 340,000 active; in the data active = a potency from the dose series; inconclusive = inhibition above about 27% without an active follow-up result; also: strong numbers were not always called active
tuberculosis growth: growth inhibition of non-replicating M. tuberculosis (AID 488890); Mycobacterium tuberculosis non-replicating, growth inhibition; higher % means a stronger effect; inhibition, % at 25 µM, or IC50 in µM where a hit was titrated; 0.39% of 320,000 active; in the data active = a potency from the dose series; inconclusive = inhibition mostly from about 82% at the one dose, without a potency; inactive = the rest, 99 in 100 with inhibition below about 76%;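 also: plate controls were DMSO cells for no effect and high antibiotic wells for full effect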
VEEV TC-83 Vero: inhibitors of VEEV TC-83 cytopathic effect, confirmation, Vero cells (AID 588727). Vero cells, VEEV TC-83 cytopathic effect inhibition; higher % means a stronger effect. 0.13% of 350,000 active. inhibition, % at 20 µM, or IC50 in µM where a hit was titrated; in the data active = a potency from the dose series; inconclusive = inhibition mostly from about 14% at the one dose, without a potency; inactive = the rest, 99 in 100 with inhibition below about 12%; also: strong numbers were not always called active
H37Rv inhibition: M. tuberculosis growth inhibition, HTS (AID 449762); M. tuberculosis H37Rv growth inhibition, 7H9 media; higher % means a stronger effect; inhibition, % at 25 µM, or IC50 in µM where a hit was titrated; 0.59% of 330,000 active; in the data active = a potency from the dose series; inconclusive = inhibition above about 70% without an active follow-up result;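 also: bacterial growth assessed after seven days of incubation; strong numbers were not always called active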
VEEV TC-83 Vero 10K pilot screen: further read-out of VEEV TC-83 Vero, marked with its call; inhibition, %; measured here: 10K pilot screen inhibition
* marks the source's active call; other numbers are inactive results; i = inactive; ? = inconclusive; / = not tested or not shown. Compounds were not picked by outcome; any-hit rate near 1.4%.

Start of the data: the first 2 compounds, to show the layout:
SMILES	PhoP GFP inhibition	H1N1 NS1A inhibition	tuberculosis growth	VEEV TC-83 Vero	H37Rv inhibition	others
Cc1cccc(N(C(=O)Cn2nnc3ccccc32)C(C(=O)NC(C)(C)C)c2ccsc2)c1C (stereo not drawn)	-26%	-6%	3%	1.3%	-7%
Cc1cc(NC(=O)/C=C/c2ccc(Br)cc2)no1	-5%	2%	32%	1.6%	-3%

Results (from the top)
SMILES	PhoP GFP inhibition	H1N1 NS1A inhibition	tuberculosis growth	VEEV TC-83 Vero	H37Rv inhibition	others
Cc1cccc(N(C(=O)Cn2nnc3ccccc32)C(C(=O)NC(C)(C)C)c2ccsc2)c1C (stereo not drawn)	-26%	-6%	3%	1.3%	-7%
Cc1cc(NC(=O)/C=C/c2ccc(Br)cc2)no1	-5%	2%	32%	1.6%	-3%
COc1ccc(N2CCN(C(=O)c3cccc(N4C(=O)C5C6C=CC(C6)C5C4=O)c3)CC2)cc1 (stereo not drawn)	-31%	6%	0%	i	-1%
CCOP(=O)(OCC)C(Nc1cccc(C(F)(F)F)c1)c1ccc(F)cc1 (stereo not drawn)	-2%	-2%	5%	4.3%	-7%
Cc1nc2ccccc2n1CCCOc1ccccc1	3%	19%	/	0.2%	-3%
O=C(CC1C(=O)NCCN1CC1CCCCC1)NCCc1ccc(F)cc1 (stereo not drawn)	-9%	13%	9%	0.1%	-1%
CCn1c(SCC(=O)O)nnc1C1CCCCC1	-16%	-13%	-3%	i	4%
O=S(=O)(Cc1ccccc1)N(O)c1ccccc1	3%	4%	14%	1.7%	0%
Cc1ccc(S(=O)(=O)Cc2ccc(C(=O)N3CCCC3)o2)cc1	-6%	-1%	/	i	-4%
O=C(CO/N=C/c1ccccc1O)NNC(=O)c1ccccc1Cl	-6%	-2%	?	0.3%	54%
C[C@]12CC[C@H]3[C@@H](CCC4=CC(=O)CC[C@@]43O)[C@@H]1CCC2=O	1%	18%	4%	0.7%	-4%
Cc1ccc(NC(=O)C(C)OC(=O)c2ccc(NC(=O)CC#N)cc2)cc1S(=O)(=O)N1CCOCC1 (stereo not drawn)	1%	-8%	15%	8.8%	6%
Cc1ccccc1C(=O)NC1CCN(CC(=O)NCc2ccccc2)CC1	-3%	2%	-7%	i	2%
NC1=NC(=O)C(Cc2cccc(Cl)c2Cl)S1 (stereo not drawn)	11%	3%	5%	0.0%	1%
COc1cccc(C(=O)NC2=NCCS2)c1	1%	-6%	2%	1.9%	-4%	VEEV TC-83 Vero 10K pilot screen=1.4
O=c1[nH]c(C2CCN(S(=O)(=O)c3ccc(C(F)(F)F)cc3)CC2)nc2c1nnn2Cc1ccccc1	14%	10%	-6%	0.8%	9%
CCOC(=O)C1CCCN(C(=O)c2c(-c3ccccc3Cl)noc2C)C1 (stereo not drawn)	4%	-6%	-8%	1.8%	-3%
Cc1ccc(S(=O)(=O)Nc2nccs2)cc1[N+](=O)[O-]	2%	/	-7%	1.6%	-1%
COc1cc(-c2nc3ccccn3c2/N=C/c2ccccc2)ccc1O	-5%	9%	41%	i	4%
CN(Cc1ccccc1)C(=O)COc1cccnc1[N+](=O)[O-]	1%	-7%	-5%	i	6%
Cc1cccc(NS(=O)(=O)c2cccc(C(=O)NCCCN3CCOCC3)c2)c1	12%	-4%	-13%	0.9%	4%
CCOc1cccc(C2C(C(=O)c3ccc(C)o3)=C(O)C(=O)N2c2nnc(C)s2)c1 (stereo not drawn)	/	3%	/	i	/
CCc1ccc(C2CC(c3ccccc3C)n3nc(N)nc3N2)cc1 (stereo not drawn)	-9%	-1%	37%	1.1%	-4%
N#CC[n+]1cc(-c2ccc(Cl)cc2)n2c1CCC2	4%	6%	3%	2.2%	0%
O=C1NC(c2cccc3ccccc23)Nc2ccc(Cl)cc21 (stereo not drawn)	/	-27%	/	13%	/
O=C(Nc1ccc(Cl)cc1)c1ccc(CN2CCc3ccccc3C2)cc1	-3%	1%	23%	0.5%	-4%
CNC(=O)[C@@]1(Cc2ccccc2)C=C[C@@H](C)N1C(=O)OC	1%	-5%	3%	i	1%
Cn1c(=O)c2cc(S(=O)(=O)NC(C(=O)N3CCCCCC3)c3ccccc3)ccc2n(C)c1=O (stereo not drawn)	-14%	-3%	/	3.7%	-3%
Cc1ccc(N(C(=O)c2nsc(Cl)c2Cl)C(C(=O)NC2CCCC2)c2ccc(O)cc2)cc1C (stereo not drawn)	-4%	-5%	53%	10%	2%
O=c1ccc2c(-c3ccccc3)c3ccc(O)cc3oc-2c1	i	2%	11%	2.2%	-4%
O=S(=O)(c1ccc(Cl)cc1)N1CCC(N2CCOCC2)CC1	0%	19%	7%	0.8%	-19%
COc1ccc2c(c1)/C(=C/c1cc(OC)c(OC)c(OC)c1)C(=O)N2	/	5%	/	9.9%	/
COC(=O)CCN(C1CCCCC1)S(=O)(=O)c1ccc(S(=O)(=O)N2CCCCC2)cc1	1%	-1%	8%	i	-2%
Cc1noc(C)c1NC(=O)N1CCN(Cc2ccccc2)CC1	20%	-1%	-8%	0.8%	-4%
CC1=C(Sc2ccccn2)C(=O)NC(C)(C)C1	6%	15%	-8%	1.2%	1%
COC(=O)C1=C(c2cccc(OC)c2OC)C[C@@H]2CC[C@H]1N2C(=O)NC1CCCCC1	-1%	8%	12%	i	-1%

Gathered by group: the compounds so far with a furan ring, fused or not.
SMILES	PhoP GFP inhibition	H1N1 NS1A inhibition	tuberculosis growth	VEEV TC-83 Vero	H37Rv inhibition	others
Cc1ccc(S(=O)(=O)Cc2ccc(C(=O)N3CCCC3)o2)cc1	-6%	-1%	/	i	-4%
CCOc1cccc(C2C(C(=O)c3ccc(C)o3)=C(O)C(=O)N2c2nnc(C)s2)c1 (stereo not drawn)	/	3%	/	i	/

Additional results:
SMILES	PhoP GFP inhibition	H1N1 NS1A inhibition	tuberculosis growth	VEEV TC-83 Vero	H37Rv inhibition	others
Cc1c(C(=O)N2CCCCC2)c(S(=O)(=O)NCCc2ccccc2)c(C)n1C	-18%	-7%	0%	1.3%	-8%
S=c1sc2ccccc2n1CCc1ccncc1	-9%	-6%	-7%	0.4%	-3%
Cc1c(CCO)c(=O)[nH]n1S(=O)(=O)c1ccc([N+](=O)[O-])cc1	-6%	-5%	8%	1.9%	-7%
CCOC(=O)c1c(C)nsc1NC(=O)c1ccco1	-9%	-19%	22%	2.0%	-1%
COc1cccc2c1C1COC3C4CC(C(=O)O)C(C(C2)N13)N4C (stereo not drawn)	/	4%	/	8.6%	/
CC12C=CC3(O1)C(C(=O)N(c1ccccc1)C3C(=O)NC1CCCC1)C2C(N)=O (stereo not drawn)	2%	2%	-2%	1.5%	-1%
CC(=C/c1ccc(C(C)C)cc1)/C=N/NC(=O)Cn1nc(C)cc1C	-3%	5%	60%	1.7%	?
COc1ccc(-c2nc3c(-c4ccc(F)cc4)cnn3cc2C)cc1F	-16%	-3%	8%	0.7%	-1%
COC(=O)c1ccc(N(C(=O)c2ccco2)C(C(=O)NC2CCCC2)c2ccco2)cc1 (stereo not drawn)	-3%	3%	28%	0.5%	-15%
COc1ccccc1NC(=O)Cn1cnc2c(cnn2-c2ccc(C)c(C)c2)c1=O	0%	-8%	-3%	0.6%	4%	VEEV TC-83 Vero 10K pilot screen=0.8
COc1ccc(NC(=O)CN(C)C(=O)c2ccc(C)c(S(=O)(=O)N3CCCCC3)c2)cc1	/	-2%	/	i	/
CSc1ccc(CN(C)CC(=O)Nc2cccc(Br)c2)cc1	1%	-1%	?	i	-6%
CN1CCN(c2ccc(CNS(=O)(=O)c3ccsc3)cc2)CC1	8%	/	-8%	i	2%
CCn1cc(C(=O)OCC(=O)N2C(C)CCCC2C)c(=O)c2ccc(C)nc21 (stereo not drawn)	5%	-2%	-9%	1.0%	-6%
O=C(CSc1nnc(-c2ccccc2)n1Cc1ccccc1)N1CCCC1	-1%	0%	3%	1.3%	0%
Cc1ccccc1C(=O)Nc1c(C(=O)N2CCN(C)CC2)cnn1-c1ccccc1	-6%	17%	6%	2.4%	-5%
CCC(=O)Nc1cccc(NC(=O)c2ccc(C)cc2Cl)c1	1%	-4%	2%	0.8%	-5%
Cc1ccc(S(=O)(=O)Cn2nnnc2C(C(C)C)N2CCN(Cc3ccco3)CC2)cc1 (stereo not drawn)	15%	1%	9%	i	2%
O=C(Nc1cccc(-c2ccc3nncn3n2)c1)c1ccco1	14%	7%	-3%	0.3%	-2%
CN(C)C(=O)CSc1nc(-c2ccccc2)c(-c2ccccc2)o1	-5%	13%	11%	4.1%	32%
Cc1ccc(OCC(=O)Nc2nnc(S(=O)(=O)N3CCCCCC3)s2)cc1	-13%	-5%	/	1.0%	-1%
O=C(NCCCN1CCc2ccccc2C1)C1CCN(c2nnc(-n3cccc3)s2)CC1	0%	5%	43%	0.4%	6%
COc1ccc(CCNS(=O)(=O)c2ccc(Cl)s2)cc1OC	-5%	3%	/	0.5%	-13%
COc1ccc(CCNC(=O)c2nnc(Cc3ccc(Cl)cc3)o2)cc1OC	/	0%	/	4.3%	2%
CC(Sc1ccc2c(c1)OCCO2)C(=O)Nc1ncc(Cl)cc1Cl (stereo not drawn)	-4%	2%	71%	0.9%	-1%
Cc1cc(NC(=O)C(C)SCC(=O)N(C)Cc2ccccc2F)no1 (stereo not drawn)	/	-10%	27%	0.1%	10%
O=C(CN1CCN(CCN2C(=O)c3cccc4cccc(c34)C2=O)CC1)c1ccc(F)cc1	-2%	6%	79%	8.1%	?
COc1cccc(N(CC(=O)Nc2cccc(N(C)S(C)(=O)=O)c2)S(C)(=O)=O)c1	-7%	8%	-3%	i	-3%
CC1CN(CCc2ccccc2)CC(C)O1 (stereo not drawn)	-25%	-3%	-1%	i	1%
COc1ccc(-c2nnc(SCC(=O)c3ccc(O)cc3O)o2)cc1	-2%	3%	38%	2.5%	2%
CO/N=C/c1cccn1-c1nccc(N(C)C)c1C#N	-6%	/	-6%	0.1%	3%
COc1ccc(OC)c(NC(=O)CCN2CCCCC2)c1	-13%	-8%	-9%	1.0%	-1%
COC(=O)c1ccccc1NC(=O)CCS(=O)(=O)c1ccc(Br)cc1	/	7%	/	0.6%	/
C/C(=N\NC(=O)c1ccn(C)n1)c1ccc(NC(=O)c2cccc(F)c2)cc1	-3%	23%	-1%	10%	-6%
CCNC(=O)COc1ncnc2scc(-c3ccc(F)cc3)c12	-1%	-7%	24%	0.7%	4%
Nc1cc(-c2ccc(Cl)cc2)nn1-c1ccccc1	12%	4%	4%	0.2%	3%
COc1ccc(CCN2C(=O)NC(NS(=O)(=O)c3ccc(NC(C)=O)cc3)(C(F)(F)F)C2=O)cc1OC (stereo not drawn)	-3%	-1%	-7%	0.9%	-2%
CC(Oc1cccnc1[N+](=O)[O-])C(=O)Nc1ccc(Cl)cn1 (stereo not drawn)	/	3%	-6%	0.9%	-5%
O=c1cc(SCc2ccccc2)nc[nH]1	/	-4%	/	i	/
Cc1cc(C)n(-c2nc3c(c(=O)[nH]c(=O)n3C)n2C)n1	-7%	-10%	0%	i	-11%	VEEV TC-83 Vero 10K pilot screen=0.0
O=C(O)C(c1ccccc1)C1(O)CC2CCC1C2 (stereo not drawn)	/	9%	/	i	/
COc1ccccc1-n1cnnc1SCC(=O)Nc1ncc(Cl)cc1Cl	-8%	0%	9%	0.1%	2%

Reprinted at random: five entries already listed, in no set order.
SMILES	PhoP GFP inhibition	H1N1 NS1A inhibition	tuberculosis growth	VEEV TC-83 Vero	H37Rv inhibition	others
CC(Oc1cccnc1[N+](=O)[O-])C(=O)Nc1ccc(Cl)cn1 (stereo not drawn)	/	3%	-6%	0.9%	-5%
COc1ccccc1-n1cnnc1SCC(=O)Nc1ncc(Cl)cc1Cl	-8%	0%	9%	0.1%	2%
Cc1cc(C)n(-c2nc3c(c(=O)[nH]c(=O)n3C)n2C)n1	-7%	-10%	0%	i	-11%	VEEV TC-83 Vero 10K pilot screen=0.0
O=C(O)C(c1ccccc1)C1(O)CC2CCC1C2 (stereo not drawn)	/	9%	/	i	/
COc1ccc(CCN2C(=O)NC(NS(=O)(=O)c3ccc(NC(C)=O)cc3)(C(F)(F)F)C2=O)cc1OC (stereo not drawn)	-3%	-1%	-7%	0.9%	-2%

Ordered by formula weight (low to high): 3 of the compounds above.
SMILES	PhoP GFP inhibition	H1N1 NS1A inhibition	tuberculosis growth	VEEV TC-83 Vero	H37Rv inhibition	others
O=c1cc(SCc2ccccc2)nc[nH]1	/	-4%	/	i	/
CC(Oc1cccnc1[N+](=O)[O-])C(=O)Nc1ccc(Cl)cn1 (stereo not drawn)	/	3%	-6%	0.9%	-5%
COc1ccccc1-n1cnnc1SCC(=O)Nc1ncc(Cl)cc1Cl	-8%	0%	9%	0.1%	2%

Screening data deposited in PubChem by Southern Research Specialized Biocontainment Screening Center.
